Compound activity: PubChem BioAssay, NMMLSC
RGS4-Gao reg – modulates binding of RGS4 to human Galphao; binding response (% of control), % at 10 µM; P09471; 220,000 tested, 0.33% active; Multiplexed bead flow cytometry; actives lie on both sides; AID 1415; in the data active means binding response below about 49% or above about 150%; inactive means in between;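 further: fluorescent Galphao activated with aluminum fluoride binding bead-coupled RGS4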
Target sequence (P09471 whole entry, looked up): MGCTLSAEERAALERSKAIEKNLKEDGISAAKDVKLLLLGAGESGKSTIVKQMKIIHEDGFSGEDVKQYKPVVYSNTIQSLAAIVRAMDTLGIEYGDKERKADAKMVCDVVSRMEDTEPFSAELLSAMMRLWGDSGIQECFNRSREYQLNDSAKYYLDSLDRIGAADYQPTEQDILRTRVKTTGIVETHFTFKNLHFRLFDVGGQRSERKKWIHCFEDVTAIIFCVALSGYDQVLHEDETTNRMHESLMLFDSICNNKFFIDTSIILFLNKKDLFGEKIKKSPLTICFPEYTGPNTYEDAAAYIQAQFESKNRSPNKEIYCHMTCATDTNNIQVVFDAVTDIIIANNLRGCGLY
ABCG2 block – human ABCG2 inhibition, ABCB1 as counter-screen. inhibition, % at 6.6 µM. Q9UNQ0. 190,000 tested, 0.1% active. IgMXP3 cells, JC-1 efflux, flow cytometry;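 active means inhibition above 80%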;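 further: 0% = DMSO and 100% = nicardipine control wells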
Target sequence (Q9UNQ0 whole entry, looked up): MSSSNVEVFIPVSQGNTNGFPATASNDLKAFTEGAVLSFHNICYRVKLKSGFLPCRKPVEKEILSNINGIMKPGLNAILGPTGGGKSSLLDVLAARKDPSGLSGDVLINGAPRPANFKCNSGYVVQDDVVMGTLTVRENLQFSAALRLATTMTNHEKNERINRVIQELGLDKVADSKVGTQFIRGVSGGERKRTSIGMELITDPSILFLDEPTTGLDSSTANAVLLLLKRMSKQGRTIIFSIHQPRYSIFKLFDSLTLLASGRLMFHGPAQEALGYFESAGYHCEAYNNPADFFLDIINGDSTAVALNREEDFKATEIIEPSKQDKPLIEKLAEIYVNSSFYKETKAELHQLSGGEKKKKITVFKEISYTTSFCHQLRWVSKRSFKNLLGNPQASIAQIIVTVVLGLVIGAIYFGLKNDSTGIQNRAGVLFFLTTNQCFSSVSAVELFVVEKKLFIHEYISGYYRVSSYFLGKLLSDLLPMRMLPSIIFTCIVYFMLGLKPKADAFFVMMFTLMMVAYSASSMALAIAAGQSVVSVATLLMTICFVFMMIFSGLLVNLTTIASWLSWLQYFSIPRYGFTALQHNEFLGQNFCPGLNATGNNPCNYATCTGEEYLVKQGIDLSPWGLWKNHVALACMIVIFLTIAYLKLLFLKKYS
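material = IgMXP3 (ABCG2) plus far-red-tagged CCRF-Adr (ABCB1) cells | amount = 3 million cells/mL, equal mix of both lines | also added = JC-1 transporter substrate | dosing = one concentration, 6.6 µM final | schedule = 10 min at 25 °C | measured by = flow cytometric JC-1 green MFI at 530 nm | read-out basis = percent efflux inhibition, scaled nicardipine 100% to DMSO 0%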
Bfl-1 Bim block – inhibitors of Bim-Bfl-1 interaction, human; AID 1008; Bead-based flow cytometry, Bim-Bfl-1 binding inhibition; 190,000 tested, 0.12% active; Q16548; inhibition, % at 10 µM;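 further: 0% = wells without compound plus tracer and 100% = blocker peptide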
Bim-Bcl-XL – disrupts Bim peptide binding to human Bcl-XL; Q07817; bead flow cytometry, fluorescence; inhibition, % at 10 µM; 190,000 tested, 0.04% active
ABCB1 inh – blocks JC-1 efflux by human ABCB1 transporter; P08183; CCRF-Adr cells, flow cytometry; inhibition, % at 6.6 µM; 190,000 tested, 0.067% active; AID 1326; in the data active means inhibition above about 40%;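 further: 0% = vehicle and 100% = reference inhibitor; higher value means more JC-1 retained so stronger ABCB1 efflux block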
Bim-Bcl-2 – inhibitors of Bim-Bcl-2 interaction, human; P10415; Bead-based flow cytometry, Bim peptide-Bcl-2 binding; inhibition, % at 10 µM; 190,000 tested, 0.06% active; AID 950; in the data active means inhibition above about 40%; inconclusive means no clear call, values can overlap the other calls;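 further: 0% = no compound wells with probe peptide and 100% = reference peptide inhibitor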
Bim-Bcl-W – inhibitors of Bim-Bcl-W interaction, human; inhibition, % at 10 µM; Q92843; 190,000 tested, 0.02% active; bead-based flow cytometry, Bim peptide-Bcl-W binding;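 further: 0% = bound tracer without compound and 100% = peptide blocker; higher means less fluorescent Bim peptide bound to Bcl-W beads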
Bim-Bcl-B – disrupts Bim peptide binding to human Bcl-B; AID 951; Q9HD36; 190,000 tested, 0.073% active; inhibition, % at 10 µM; bead-based flow cytometry;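 further: 0% = tracer peptide without compound and 100% = reference inhibitor peptide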
GSH bead fluor – compound fluoresces at 488/530 nm on GSH beads; GSH beads flow cytometry, compound fluorescence 488/530 nm; hits give high values; fluorescence (KMESF) at 10 µM; 190,000 tested, 0.25% active; in the data active means fluorescence above about 89;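 further: glutathione beads carrying GST-tagged Bcl family fusion proteins plus one bare bead set; values are compound well signal with DMSO vehicle wells as background; inactives centre near 16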
RGS7-Gao reg – modulates binding of RGS7 to human Galphao. AID 1439. P09471. 220,000 tested, 0.35% active. Multiplexed bead flow cytometry; actives lie on both sides. binding response (% of control), % at 10 µM; in the data active means binding response below about 49% or above about 150%; inconclusive means no clear call, values can overlap the other calls; inactive means in between;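 further: fluorescent Galphao held in activated GDP-AlF4 state binding bead-coupled RGS7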
Avidin fluor – avidin bead compound fluorescence profile; Avidin beads, compound fluorescence 488/530 nm, flow cytometry; hits give high values; fluorescence (KMESF) at 10 µM; 220,000 tested, 0.38% active; AID 1775; in the data active means fluorescence above about 47; further: inactives centre near 10
Active calls of the source: *; ? = inconclusive. Unless noted, no stated cut-off is given here; in the data, active means inhibition above about 40%.

SMILES	RGS4-Gao reg	ABCG2 block	Bfl-1 Bim block	Bim-Bcl-XL	ABCB1 inh	Bim-Bcl-2	Bim-Bcl-W	Bim-Bcl-B	GSH bead fluor	RGS7-Gao reg	Avidin fluor
Cn1nnnc1SCc1cc(=O)[nH]c2ccccc12	96	2	0	0	0.7	0	0	3	14	98	31
O=c1c(Cc2c(F)cccc2Cl)c(O)ccn1C1CC1	98	6	-4	0	1.6	0	0	2	12	91	6
COc1ccc(C(=O)N2CC3(CC(c4ccc(Cl)cc4)=NO3)C[C@H]2C(=O)NCC(N)=O)cc1 (stereo partly specified)	102	-1	-1	2	-0.3	0	-1	0	9	98	10
O=C(NCC(=O)N(c1ccc(F)cc1)C(C(=O)NC1CCCC1)c1cccnc1)c1cccs1 (stereo unspecified)	99	3	-4	1	1.5	-1	0	-2	28	101	10
Cc1nccn1CCC1CCCCN1C(=O)CCc1nnc(-c2ccsc2)o1 (stereo unspecified)	102	0	2	-1	0.1	0	-2	-2	17	97	5
Cc1ccc(NC(=S)N/N=C/c2ccc(Cl)c([N+](=O)[O-])c2)cc1	103	13	-1	-2	0.6	-3	1	1	44	99	4
COC(=O)c1cc(Cl)c(NC(=O)Cc2ccccc2)cc1OC	96	23	-1	0	2.0	0	3	0	10	100	11
CCOc1cc(-c2cc(-c3ccc(OC)cc3)nc(N)c2C#N)ccc1O	99	41	-13	-3	-1.1	-12	0	-8	13	98	6
CC(=O)Nc1c(O)c2ccccc2[nH]c1=O	102	1	-14	-4	0.7	-5	0	-4	49	99	10
CC(=O)c1cn(CC(=O)NCC2CCCO2)c2ccccc12 (stereo unspecified)	101	1	0	-4	0.6	0	-6	-6	19	96	8
Cc1cccc(C)c1NC(=O)C(c1ccccc1)N1CCOCC1 (stereo unspecified)	105	2	1	0	1.3	0	-2	0	28	100	6
CCc1nccn1S(=O)(=O)c1cc(OC)c(Cl)cc1OC	-222*	1	2	-2	0.2	0	0	-2	12	-76*	-4
Cn1c(=O)oc2cc(S(=O)(=O)Nc3cccc(F)c3)ccc21	100	2	-7	-7	0.2	-4	-7	-9	15	101	25
COc1ccc(NC(=O)CC2C(=O)N(C)C(=S)N2Cc2ccco2)cc1 (stereo unspecified)	93	-4	-12	-7	-0.6	-6	-3	-13	12	94	8
COc1ccc(S(=O)(=O)Nc2ccccc2C(N)=O)cc1OC	101	3	-3	3	0.2	-1	2	0	21	104	9
O=C(c1ccccc1)N1CCN(C2CC3CCC2C3)CC1 (stereo unspecified)	104	5	-1	0	0.8	3	-1	0	9	104	10
O=C(NCCc1ccccc1)c1ccccc1NS(=O)(=O)N1CCCC1	102	3	-7	-7	0.6	-9	1	-9	48	103	9
Cc1cccc(C)c1NC(=O)CSc1nnc(-c2ccco2)n1N	113	0	-3	-1	0.2	0	-4	-2	14	108	36
COc1ccc(CCn2c(C)cc(C(=O)CSc3nnnn3-c3ccccc3)c2C)cc1OC	97	11	-11	-22	3.3	-8	0	-9	40	97	14
Cc1ccc(-c2csc(Cc3nc(-c4cc5ccccc5oc4=O)cs3)n2)cc1	108	4	-2	5	0.7	1	0	0	11	101	18
Cc1ccc(C(=O)Nc2cccc(C(=O)O)c2)cc1	82	1	-3	-2	0.2	-1	0	1	10	100	12
CNC(=O)c1ccc(-c2ccc(OC)cc2)s1	100	1	6	8	-0.3	12	6	5	19	97	16
CCOC(=O)c1ccc(CN(Cc2ccc(C)cc2)S(=O)(=O)c2cccc([N+](=O)[O-])c2)cc1	105	5	-1	-2	0.5	-2	-3	-1	24	105	11
O=C(Nc1ccccc1)N1CCc2ccccc21	104	2	0	-2	0.0	6	1	0	13	101	4
COc1cccc(CNC(=O)C2CCN(S(=O)(=O)c3c(C)nn(C)c3C)CC2)c1	105	-3	-2	-4	-1.6	0	-1	-3	18	117	5

Given field by field: part of the list above
> COc1ccc(CCn2c(C)cc(C(=O)CSc3nnnn3-c3ccccc3)c2C)cc1OC
  RGS4-Gao reg: 97
  ABCG2 block: 11
  Bfl-1 Bim block: -11
  Bim-Bcl-XL: -22
  ABCB1 inh: 3.3
  Bim-Bcl-2: -8
  Bim-Bcl-W: 0
  Bim-Bcl-B: -9
  GSH bead fluor: 40
  RGS7-Gao reg: 97
  Avidin fluor: 14

> Cc1ccc(-c2csc(Cc3nc(-c4cc5ccccc5oc4=O)cs3)n2)cc1
  RGS4-Gao reg: 108
  ABCG2 block: 4
  Bfl-1 Bim block: -2
  Bim-Bcl-XL: 5
  ABCB1 inh: 0.7
  Bim-Bcl-2: 1
  Bim-Bcl-W: 0
  Bim-Bcl-B: 0
  GSH bead fluor: 11
  RGS7-Gao reg: 101
  Avidin fluor: 18

The main list resumes; the two compounds before the break are reprinted first.
SMILES	RGS4-Gao reg	ABCG2 block	Bfl-1 Bim block	Bim-Bcl-XL	ABCB1 inh	Bim-Bcl-2	Bim-Bcl-W	Bim-Bcl-B	GSH bead fluor	RGS7-Gao reg	Avidin fluor
O=C(Nc1ccccc1)N1CCc2ccccc21	104	2	0	-2	0.0	6	1	0	13	101	4
COc1cccc(CNC(=O)C2CCN(S(=O)(=O)c3c(C)nn(C)c3C)CC2)c1	105	-3	-2	-4	-1.6	0	-1	-3	18	117	5
CS(=O)(=O)N(CC(=O)NCc1ccccc1Cl)C1CCCCC1	97	-2	-1	-1	1.2	-7	0	-2	8	97	4
CC(C)=CCCC(C)CN1CCC(O)CC1 (stereo unspecified)	91	6	-2	0	0.7	0	-3	-4	26	93	11
O=[N+]([O-])c1ccc(OCCn2cnc3ccccc32)cc1	100	31	-3	0	1.9	-3	-1	-3	25	104	9
Cc1ccc(N=Cc2sc(O)c3ccccc23)c(C)c1	91	2	-5	-7	0.4	-6	-1	-4	80	97	8
COC(=O)c1ccc(NC(=S)N2CCN(Cc3ccc(Cl)cc3)CC2)cc1	108	2	1	-4	0.6	2	-1	-14	8	102	13
COc1ccc(CC(=O)NCc2n[nH]c(=S)n2-c2ccc(Br)cc2)cc1	99	-6	3	-2	-1.0	-2	2	-24	14	99	9
Cc1cc(C)c(NC(=O)CSc2nnc(SCC(=O)Nc3c(C)cc(C)cc3C)n2N)c(C)c1	96	2	3	-3	0.1	2	-3	0	15	96	5
COc1ccc(-c2nnc3ccc(SCC(=O)N4CCCCC4)nn23)cc1OC	107	2	-5	-4	0.0	-3	-4	-3	14	117	21
Cn1c(/C=N/NC(=O)c2ccccc2)nc2ccccc21	100	2	-1	0	0.7	-4	0	0	23	97	14
CCOC(=O)/C(C#N)=C(C)/C=C1\Sc2ccccc2N1CC	106	-11	2	-3	-4.9	0	-1	-14	8	131	70*
O=C(Cn1cnc2c(cnn2-c2ccccc2)c1=O)N1CCN(c2ccc(F)cc2)CC1	94	0	-2	-4	0.5	-3	0	-3	10	96	9
CCCOc1ccc(C(=O)OCC(=O)c2c(N)n(C)c(=O)n(C)c2=O)cc1OCC	97	5	5	0	0.7	-1	2	-3	22	98	8
CCOC(=O)C1C(=O)C=C(c2ccc(Br)cc2)CC1c1ccco1 (stereo unspecified)	98	6	5	-5	1.3	1	-1	1	8	104	17
CC(=O)c1ccc(N2CCN(C(=O)CCN3C(=S)NC(C)(C)CC3C)CC2)cc1 (stereo unspecified)	101	8	-6	-4	0.5	-5	-7	-7	17	?	9
Cc1cccc(C)c1N=C1SC(CC(=O)Nc2c(C)cccc2C)C(=O)N1CCc1ccccn1 (stereo unspecified)	103	-4	-2	-5	0.0	-5	-2	-5	10	101	5
Cc1cccc(NC(=O)CCc2ccc(S(=O)(=O)NC3CCCCC3)cc2)c1	105	0	-12	1	0.0	-7	1	-7	57	103	9
Cc1ccc(CNC(=O)CCS(=O)(=O)c2ccc(Cl)cc2)cc1	100	13	-3	-7	0.4	-4	-6	-9	12	102	21
O=C(CCn1c(=O)[nH]c2ccsc2c1=O)N1CCN(c2cccc(Cl)c2)CC1	101	1	-3	-1	0.1	-3	-4	-2	24	102	14
Cc1ccc(S(=O)(=O)N(C)c2ccc(C(=O)N3CCN(Cc4ccc5c(c4)OCO5)CC3)cc2)cc1	99	17	-2	-6	6.9	2	-4	-5	16	100	37
COc1ccc(-c2nc(CS(=O)CC(=O)NCCC3=CCCCC3)c(C)o2)cc1 (stereo unspecified)	103	3	-9	-3	0.8	-6	0	-11	23	105	7
O=C(/C=C/c1cccs1)N1CCOCC1	93	10	-2	-2	2.4	1	-2	-5	20	100	8
COc1ccc(C(C)=O)cc1COC(=O)c1c(C)noc1C	77	6	-3	-6	1.0	0	-2	-3	7	81	13
N#Cc1c(N)n[nH]c1-c1cc2c([nH]1)CCCC2	100	-7	-3	-7	-1.0	-10	-4	-2	19	101	23
C=CCNC(=O)c1ccc(-c2ccc([N+](=O)[O-])cc2)o1	99	19	0	-3	0.1	0	0	-6	11	93	14
O=C(OCc1cn(-c2ccc(Cl)c(Cl)c2)nn1)c1ccccc1Cl	96	2	-2	-1	0.6	0	0	-4	26	98	7

Exported as comma-separated lines: entries from further up.
smiles,RGS4-Gao reg,ABCG2 block,Bfl-1 Bim block,Bim-Bcl-XL,ABCB1 inh,Bim-Bcl-2,Bim-Bcl-W,Bim-Bcl-B,GSH bead fluor,RGS7-Gao reg,Avidin fluor
CS(=O)(=O)N(CC(=O)NCc1ccccc1Cl)C1CCCCC1,97,-2,-1,-1,1.2,-7,0,-2,8,97,4
CC(C)=CCCC(C)CN1CCC(O)CC1 (stereo unspecified),91,6,-2,0,0.7,0,-3,-4,26,93,11
O=[N+]([O-])c1ccc(OCCn2cnc3ccccc32)cc1,100,31,-3,0,1.9,-3,-1,-3,25,104,9
Cc1ccc(N=Cc2sc(O)c3ccccc23)c(C)c1,91,2,-5,-7,0.4,-6,-1,-4,80,97,8
COC(=O)c1ccc(NC(=S)N2CCN(Cc3ccc(Cl)cc3)CC2)cc1,108,2,1,-4,0.6,2,-1,-14,8,102,13
COc1ccc(CC(=O)NCc2n[nH]c(=S)n2-c2ccc(Br)cc2)cc1,99,-6,3,-2,-1.0,-2,2,-24,14,99,9

The list goes on.
SMILES	RGS4-Gao reg	ABCG2 block	Bfl-1 Bim block	Bim-Bcl-XL	ABCB1 inh	Bim-Bcl-2	Bim-Bcl-W	Bim-Bcl-B	GSH bead fluor	RGS7-Gao reg	Avidin fluor
COC(=O)c1scc(S(=O)(=O)c2ccccc2)c1N	100	4	-5	-1	0.6	-3	0	-2	10	?	12
NC(=S)Nc1cccc2cc3ccccc3cc12	105	1	25	1	0.5	15	4	-5	12	102	13
CCN(C(=O)COC(=O)c1ccc(OC)c(S(=O)(=O)N2CCCc3ccccc32)c1)C1CCS(=O)(=O)C1 (stereo unspecified)	100	0	-4	-3	0.1	-5	-1	-2	12	98	10
N#Cc1ccc(NC(=O)c2nc(-c3ccccc3)n(-c3ccccc3)n2)cc1	102	4	-13	0	0.5	-9	1	-6	47	100	7
Cc1ccc(C)c(SCC(=O)Nc2nnc(-c3ccccc3)o2)c1	85	8	-2	-8	0.9	-4	-2	0	32	96	5
CCN1CCN(C2=NC(=O)/C(=C/c3ccc(C)o3)S2)CC1	68	6	-7	-6	0.8	-2	-4	-5	31	90	7
